LEDGF integ inh = blocks HIV-1 LEDGF/p75-dependent DNA integration. TR-FRET IN-LEDGF/p75 DNA integration, Eu/Cy5. inhibition, % at 3.7 µM. 370,000 compounds, 0.64% hits. AID 743269;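 active = inhibition above the screen-wide mean plus 3 SD, cut at about 13% in these data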;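 note: signal is the Cy5 over europium emission ratio at 671 and 618 nm; 0% = plate median of compound wells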
Rev-erbA mod = modulates human Rev-erb alpha binding to DNA; Rev-erbα–FITC-DNA binding, fluorescence polarization, 90 min; P20393; 370,000 compounds, 0.79% hits; activity, % at 10 µM;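 active = activity above about 14%, limit read from the data; passing the limit was not always enough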;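 note: 0% = DMSO wells with 35 nM protein and 100% = DMSO wells with 750 nM protein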
PRMT1 FP inh = blocks human protein arginine methyltransferase 1; Q99873; recombinant PRMT1, activity-based probe fluorescence polarization; inhibition, % at 2.79 µM; 370,000 compounds, 1.3% hits; AID 652257;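 active = inhibition above about 21% made by adding two undisclosed values, limit read from the data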
PG9 binder = PG9 antibody binding by small molecule; 360,000 compounds, 0.43% hits; AID 624416; inhibition, % at 6.7 µM; TR-FRET gp120-PG9 antibody binding; in the data active = inhibition above about 8.5%
HTRA1 inhibitor = inhibitors of human serine peptidase HTRA1. Q92743. recombinant HTRA1, FP-rhodamine activity-based probe, fluorescence polarization. inhibition, % at 5.96 µM. 340,000 compounds, 0.5% hits; in the data active = inhibition above about 36%;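 note: 0% = enzyme with DMSO and 100% = wells lacking enzyme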
ABHD4 inh = inhibits mouse alpha/beta hydrolase domain 4. AID 720543. inhibition, % at 8.92 µM. Q8VD66. 370,000 compounds, 0.54% hits. purified mABHD4, FP-Rh probe fluorescence polarization;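 active = inhibition exceeding the mean over every tested compound plus 3 SD, cut at about 30% in these data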;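 note: 0% = plate median of compound wells and 100% = S159A mutant with DMSO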
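Assay system: wild-type mouse ABHD4 protein; compound: single nominal dose of 8.92 µM, 0.89% DMSO final; schedule: 45 min + 60 min at 25 °C; measured by: FP readout, ex 525 nm / em 598 nm; evaluation: % inhibition of FP-Rh probe binding versus controls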
rCAG binder = r(CAG) repeat RNA binding; TO-PRO-1 dye displacement fluorescence; inhibition, % at 3 µM; 370,000 compounds, 1.3% hits;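 active = inhibition above the plate cutoff, the mean of all test compounds on that plate plus 3 SD, cut at about 35% in these data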;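 note: 0% = DMSO alone and 100% = 100 µM mitoxantrone as full dye displacement; higher means more dye released from RNA so lower well fluorescence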
MBD2 DNA inh = blocks human MBD2 binding to methylated DNA. Q9UBB5. TR-FRET, MBD2 binding to methylated oligonucleotide. inhibition, % at 4.4 µM. 370,000 compounds, 0.31% hits; in the data active = inhibition above about 13%
TCR CD3 inh = human TCR-CD3 binding inhibition; inhibition, % at 9.4 µM; TAMRA-labeled TCR probe fluorescence, biochemical; 360,000 compounds, 0.37% hits; AID 651800; in the data active = inhibition above about 19%;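 note: recombinant mutant TCR 2C K166C tagged with TAMRA read by polarization; 0% = receptor in buffer alone and 100% = receptor with positive control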
UHRF1 binding = UHRF1 methyl-DNA binding inhibition. Q96T88. UHRF1 binding to methylated oligo, TR-FRET. inhibition, % at 4.4 µM. 370,000 compounds, 0.75% hits. AID 687016; in the data active = inhibition above about 21%;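 note: UHRF1 SRA domain binding a hemimethylated CpG hairpin DNA probe; 0% = median of test compound wells and 100% = reference inhibitor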
Target sequence (Q96T88 whole entry, looked up, the tested form may be a part): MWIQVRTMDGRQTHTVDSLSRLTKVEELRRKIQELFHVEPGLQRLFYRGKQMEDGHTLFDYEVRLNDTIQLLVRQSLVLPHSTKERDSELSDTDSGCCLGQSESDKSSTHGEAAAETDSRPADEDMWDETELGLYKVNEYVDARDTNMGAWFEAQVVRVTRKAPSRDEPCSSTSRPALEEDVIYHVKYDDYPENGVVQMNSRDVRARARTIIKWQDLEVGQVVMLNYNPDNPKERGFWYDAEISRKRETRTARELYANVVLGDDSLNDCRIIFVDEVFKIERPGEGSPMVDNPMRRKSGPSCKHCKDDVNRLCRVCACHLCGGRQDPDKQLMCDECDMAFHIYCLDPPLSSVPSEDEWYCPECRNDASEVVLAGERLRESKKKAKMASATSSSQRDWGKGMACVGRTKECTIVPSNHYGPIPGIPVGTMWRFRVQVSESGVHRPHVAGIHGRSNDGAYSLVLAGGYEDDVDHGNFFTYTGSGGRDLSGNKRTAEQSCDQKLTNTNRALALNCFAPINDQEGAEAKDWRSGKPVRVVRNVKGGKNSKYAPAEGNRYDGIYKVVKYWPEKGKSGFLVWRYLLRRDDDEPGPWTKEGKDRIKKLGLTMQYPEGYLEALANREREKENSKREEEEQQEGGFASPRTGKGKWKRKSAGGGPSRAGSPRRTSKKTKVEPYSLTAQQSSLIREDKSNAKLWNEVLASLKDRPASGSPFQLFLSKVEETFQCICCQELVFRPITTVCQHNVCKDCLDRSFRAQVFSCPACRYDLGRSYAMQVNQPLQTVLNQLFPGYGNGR
An asterisk follows results filed as active; nt = no result given.

SMILES	LEDGF integ inh	Rev-erbA mod	PRMT1 FP inh	PG9 binder	HTRA1 inhibitor	ABHD4 inh	rCAG binder	MBD2 DNA inh	TCR CD3 inh	UHRF1 binding
CCn1cc(C(=O)NCCCN2CCCC(C)C2)c(=O)c2cc(S(=O)(=O)N3CCOCC3)ccc21 (stereo not drawn)	2	-3	-3	-1.2	3	-7	-2	6	0	6
O=C(NC1CCCCC1)C(c1ccc(O)cc1)N(CC1CCCO1)C(=O)C1COc2ccccc2O1 (stereo not drawn)	2	-2	-4	1.2	-18	-6	-4	4	4	-4
O=C(CCN1C(=O)c2ccccc2C1=O)Nc1ccccc1C(=O)N1CCOCC1	-1	0	7	1.0	3	-3	1	-2	10	-1
C=CCc1c(C)nc2c(C)cccc2c1SC(=N)N	1	6	-2	-0.4	-1	3	-1	-3	3	1
CC1(NC(=O)Cc2csc(-c3ccc(Cl)cc3)n2)CCS(=O)(=O)C1 (stereo not drawn)	1	5	-2	-2.3	-7	-7	1	-1	-6	2
CC1CCN(C(=O)Cn2cnc3c2c(=O)n(C)c(=O)n3C)c2ccccc2S1 (stereo not drawn)	1	-2	-3	0.1	3	6	-5	-5	3	1
COCCCn1c(SCC(=O)Nc2cccc(C)n2)nnc1-c1ccco1	-4	-4	4	-1.5	-1	6	-6	2	6	1
COc1ccc(C(=O)C[n+]2ccc(C)cc2)cc1	8	8	-3	-1.4	0	2	3	-1	-6	1
COCCNC(=S)N1CCN(Cc2cccc(OC)c2)CC1	-3	0	1	0.5	-8	2	-3	3	2	1
CC(C)(C)C(=O)CC(=O)Nc1ccc(Cl)c(N)c1	-4	0	1	-0.4	-1	0	0	0	3	0
O=C(NCCc1c[nH]c2ccccc12)c1cccc(S(=O)(=O)Nc2ccccc2Cl)c1	-1	2	-1	-1.9	-6	-3	33	-5	0	3
CCn1c(SCC(=O)Nc2ccccc2)nc2nc3c(cc2c1=O)COC(C)(C)C3	-3	0	0	0.4	nt	-2	-2	0	-2	1
O=C(Cc1cccs1)N1CCN=C1SCc1ccc(Br)cc1	-6	2	5	1.1	-2	5	1	1	-6	3
CC(C)NC(=S)N/N=C/c1cccs1	2	-4	4	0.4	0	2	6	-1	-2	1
Cc1noc(C)c1C(=O)N1CC(C)OC(C)C1 (stereo not drawn)	0	2	-1	-0.2	6	4	-1	-4	2	1
CCc1c(C#N)c(SCc2c(C)noc2C)nc2c1C(=O)CC(C)(C)C2	-2	4	0	-4.9	-22	9	-5	-1	3	-5
CC1(C(=O)NS(=O)(=O)c2ccc(F)cc2F)CCN1C(=O)c1ccc(C2CCCCC2)cc1 (stereo not drawn)	0	-14	-2	-2.7	nt	-4	26	0	-3	0
CC[C@H](CCC(=O)N(c1ccccc1)c1ccccc1)C1CC1	2	-2	-2	nt	nt	-8	-4	-4	nt	2
O=S(=O)(c1ccccc1)N(CC(O)CN1CCOCC1)c1ccccc1 (stereo not drawn)	-6	-6	8	-0.4	3	-20	-1	10	-2	7
O=C(/C=C/c1cccc([N+](=O)[O-])c1)Nc1cccc(NC(=O)c2cccs2)c1	0	-1	0	-3.8	-128	-87	14	-2	4	9
CCN(CC)C1CCN(Cc2c(C(=O)N3CCCCCCC3)nc3ccc(Cl)cn23)C1 (stereo not drawn)	-3	2	2	0.3	-3	11	-6	-3	8	-1
COC(=O)c1cc(C(=O)NCCC(C)C)cc([N+](=O)[O-])c1	0	-2	-1	-1.8	-1	0	-2	-3	12	0
COc1cc(/C=C2\C(=N)N3N=CSC3=NC2=O)ccc1OS(=O)(=O)c1ccccc1	2	3	3	4.7	-11	6	17	7	-1	1
O=C(CSc1ncccn1)NC(=O)NCc1ccccc1	-6	1	-1	1.0	7	3	-3	3	2	2
CC(C)(C)OC(=O)NCCCC[C@H](NC(=O)c1nc[nH]c1C(=O)NC1CCN(C(=O)OC(C)(C)C)CC1)C(=O)OC(C)(C)C	1	-2	4	-0.8	-36	-14	-1	-3	1	-3
CC(C)C[C@@H](CN)NC(=O)c1nc[nH]c1C(=O)N[C@@H](Cc1ccccc1)C(=O)CNC[C@H](C)NC(=O)c1nc[nH]c1C(=O)N[C@@H](CC(=O)O)C(=O)O	-4	0	8	1.0	6	10	8	1	-4	3
O=C(CSc1nc(=O)n2ccccc2n1)NCCc1ccccc1	0	-8	0	-0.8	2	1	6	-4	16	2
CCOc1ccc(S(=O)(=O)NCC(=O)OCc2nnc(-c3ccccc3)o2)cc1	-2	-5	3	0.5	1	3	1	-1	-5	2
O=C(NC1CC1)c1cccc2c1C(=O)c1ccc(N3CCC(N4CCCCC4)CC3)cc1S2(=O)=O	1	-21	12	-0.9	0	-6	1	-16	0	-12
CCc1nc2c(OCc3ccccc3C)cccn2c1N(C)C(=O)C(C)C	1	1	-7	-1.8	nt	5	-2	-2	4	-2

A run of entries from the list above, as a working copy:
SMILES	LEDGF integ inh	Rev-erbA mod	PRMT1 FP inh	PG9 binder	HTRA1 inhibitor	ABHD4 inh	rCAG binder	MBD2 DNA inh	TCR CD3 inh	UHRF1 binding
CC[C@H](CCC(=O)N(c1ccccc1)c1ccccc1)C1CC1	2	-2	-2	nt	nt	-8	-4	-4	nt	2
O=S(=O)(c1ccccc1)N(CC(O)CN1CCOCC1)c1ccccc1 (stereo not drawn)	-6	-6	8	-0.4	3	-20	-1	10	-2	7
O=C(/C=C/c1cccc([N+](=O)[O-])c1)Nc1cccc(NC(=O)c2cccs2)c1	0	-1	0	-3.8	-128	-87	14	-2	4	9
CCN(CC)C1CCN(Cc2c(C(=O)N3CCCCCCC3)nc3ccc(Cl)cn23)C1 (stereo not drawn)	-3	2	2	0.3	-3	11	-6	-3	8	-1
COC(=O)c1cc(C(=O)NCCC(C)C)cc([N+](=O)[O-])c1	0	-2	-1	-1.8	-1	0	-2	-3	12	0
COc1cc(/C=C2\C(=N)N3N=CSC3=NC2=O)ccc1OS(=O)(=O)c1ccccc1	2	3	3	4.7	-11	6	17	7	-1	1
O=C(CSc1ncccn1)NC(=O)NCc1ccccc1	-6	1	-1	1.0	7	3	-3	3	2	2
CC(C)(C)OC(=O)NCCCC[C@H](NC(=O)c1nc[nH]c1C(=O)NC1CCN(C(=O)OC(C)(C)C)CC1)C(=O)OC(C)(C)C	1	-2	4	-0.8	-36	-14	-1	-3	1	-3
CC(C)C[C@@H](CN)NC(=O)c1nc[nH]c1C(=O)N[C@@H](Cc1ccccc1)C(=O)CNC[C@H](C)NC(=O)c1nc[nH]c1C(=O)N[C@@H](CC(=O)O)C(=O)O	-4	0	8	1.0	6	10	8	1	-4	3
O=C(CSc1nc(=O)n2ccccc2n1)NCCc1ccccc1	0	-8	0	-0.8	2	1	6	-4	16	2
CCOc1ccc(S(=O)(=O)NCC(=O)OCc2nnc(-c3ccccc3)o2)cc1	-2	-5	3	0.5	1	3	1	-1	-5	2
O=C(NC1CC1)c1cccc2c1C(=O)c1ccc(N3CCC(N4CCCCC4)CC3)cc1S2(=O)=O	1	-21	12	-0.9	0	-6	1	-16	0	-12
CCc1nc2c(OCc3ccccc3C)cccn2c1N(C)C(=O)C(C)C	1	1	-7	-1.8	nt	5	-2	-2	4	-2

Following part.
SMILES	LEDGF integ inh	Rev-erbA mod	PRMT1 FP inh	PG9 binder	HTRA1 inhibitor	ABHD4 inh	rCAG binder	MBD2 DNA inh	TCR CD3 inh	UHRF1 binding
COc1ccc(CN2CC[C@H]3C=CCc4cccc(c43)C2)cc1	3	2	3	-2.4	-5	0	-6	-1	8	1
COc1ccc(C(CNC(=O)c2cccc(NS(=O)(=O)c3ccccc3)c2)N2CCCC2)cc1 (stereo not drawn)	0	1	-6	-0.9	-4	-4	7	3	-5	-1
Cc1ccc(C(=O)COC(=O)CNC(=O)c2cccs2)cc1	-2	-3	0	-1.5	-1	-5	0	0	4	-3
O=C(NCc1ccncc1)c1cccc(S(=O)(=O)N2CCc3ccccc32)c1	0	-3	-2	-0.7	-3	-6	6	0	5	-2
Cc1nn(-c2ccccc2)c2sc(C(=O)NCC3CCCO3)cc12 (stereo not drawn)	-3	-3	2	nt	nt	-13	1	-2	nt	-2
Cc1ccc(S(=O)(=O)Nc2ccc3ncccc3c2[N+](=O)[O-])cc1	-12	-1	1	1.1	5	2	12	-3	-10	-2
CCN(CC)C(=O)c1cnn(-c2ccccc2)c1NC(=O)c1cccc(F)c1	4	-3	-2	0.1	5	2	-1	7	2	19
C[C@H]1CN(C(=O)OC(C)(C)C)CCN1c1ccc(N2CC[C@@H](O)C2)c(C#N)c1	1	-3	0	-1.5	nt	4	0	-7	6	-5
O=c1c2cccnc2[nH]c(=S)n1Cc1ccccc1	0	9	1	1.3	3	10	-1	0	-1	-3
Nc1ccc2c(c1)C(=O)N(c1cccc3ccccc13)C2=O	-5	1	0	-0.5	-13	5	3	-1	9	-3
COc1ccc(CCNC(=O)c2c(-c3ccccc3Cl)noc2C)cc1	-2	-4	-3	-0.1	4	2	-7	2	4	1
COC(=O)[C@]1(CC(C)C)N[C@H](c2ccc(-c3ccc4c(c3)OCO4)cc2)[C@@H]2C(=O)N(C)C(=O)[C@@H]21	-2	2	0	-1.0	1	3	4	2	-1	-1
CCCCNC(=O)CNC(=O)c1nn(-c2ccc(OC)cc2)c(=O)c2ccccc12	0	4	-1	-1.0	5	0	-8	3	-2	-2
CC(C)CC(NC(N)=O)C(=O)NCc1ccccc1Cl (stereo not drawn)	-1	-2	-4	-0.1	-5	0	-2	-4	3	-4
Cc1ccc(OCc2cc(C(=O)N3CCN(c4ccccc4)CC3)no2)cc1C	2	3	-7	-2.8	-5	1	-2	6	13	-2
CCc1nc(N=C(N)N)nc2ccccc12	0	0	3	0.2	nt	2	23	1	-3	-2
CC(=O)Nc1nnc(SCC(=O)NC(C)(C)C)s1	2	3	-1	-0.2	-3	5	-5	6	7	1
COc1cccc(CN2CCNC(=O)C2CC(=O)NCc2cn3ccccc3n2)c1OC (stereo not drawn)	2	-4	0	-0.7	2	-5	-1	2	4	-5
CCN1CCN(c2cc(C)c3cc(NC(=S)NCCCOC)ccc3n2)CC1	-1	1	6	-1.5	1	5	-5	-3	-1	0
O=C(c1ccc(Sc2ccc(F)cc2)c([N+](=O)[O-])c1)N1CCOCC1	-6	0	7	-2.6	4	-8	-4	10	-9	6
CCn1c(CNC(=O)c2ccco2)nnc1SCC(=O)Nc1cc(F)ccc1C	1	-1	-5	-2.2	5	-3	-3	0	1	-1
Cc1ccccc1OCC(=O)NNC(=O)c1ccc2c(=O)n3c(nc2c1)CCC3	-4	4	6	-1.5	2	-7	8	3	-6	1
CCOC(=O)CNC(=O)CSc1nnc(C)c(=O)[nH]1	-2	-2	-2	1.7	4	6	0	-1	14	2
CN(C)N1C(=O)C2C3C=CC(O3)C2C1=O (stereo not drawn)	0	-5	0	0.1	-3	-5	2	0	-2	0
Cc1ccn(C(C)CC(=O)Nc2ccc(-c3ccno3)cc2)n1 (stereo not drawn)	-3	6	2	-0.6	1	1	-1	3	-8	1
CC(C)NC(=O)c1ccc2c(c1)N(CC(=O)N1CCCCC1)C(=O)C(C)(C)O2	-3	-4	1	-0.5	-4	2	-5	6	-2	0
COc1ccccc1NCC(=O)NNCC(=O)Nc1ccc(F)c(Cl)c1	2	2	2	0.5	4	-8	0	7	-7	2
NC(=O)c1ccc[n+](CC(=O)c2cccc([N+](=O)[O-])c2)c1	3	-1	7	1.7	6	11	1	-5	-3	-1

Compound activity (PubChem)

This is a subset, so the mix of outcomes need not match the whole.
